S1P4 antagonist: S1P4 receptor antagonists, primary screen, cell-based. Sphingosine 1-phosphate receptor 4 (Homo sapiens), O95977. inhibition, % at 4.98 µM. AID 1510, 2009. S1P4-expressing cells, antagonist mode, reporter read-out. 220,000 compounds, 0.26% hits; in the data active = inhibition above about 29%;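 also: 0% = wells stimulated with agonist and 100% = vehicle wells without agonist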
CHOP inh: inhibitors of CHOP promoter induction, primary screen, cell-based, unfolded protein response, luciferase reporter | CHO-K1 CHOP-promoter luciferase, tunicamycin-induced, 15-18 h | AID 2732, 2010 | inhibition, % at 10 µM | 220,000 compounds, 3.8% hits;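 active = compounds that reduced the stress-induced luciferase reporter signal by more than about 70% of percent inhibition, limit read from the data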;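 also: 0% = tunicamycin plus vehicle and 100% = wells without tunicamycin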
S1P4 agonist: S1P4 receptor agonists, primary screen, cell-based; Sphingosine 1-phosphate receptor 4 (Homo sapiens), O95977; S1P4-expressing cell line, agonist reporter assay; activation, % at 4.98 µM; 220,000 compounds, 0.35% hits; AID 1509, 2009; in the data active = activation above about 11%;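 also: 0% = DMSO vehicle and 100% = reference agonist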
Ba/F3 V617F tox: reduced viability of JAK2V617F-dependent Ba/F3 cells, primary screen, JAK2V617F inhibitor project, cell-based, Ba/F3 EpoR-JAK2V617F, luminescence; AID 1446, 2008; ATP luminescence; inhibition, % at 5.6 µM; 220,000 compounds, 1.1% hits;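 active = inhibition above the campaign mean plus 3 SD over all tested compounds, cut at about 24% in these data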;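 also: cytokine-independent growth of Ba/F3 cells driven by EpoR plus mutant JAK2; 0% = DMSO-treated cells and 100% = JAK inhibitor I control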
NPY1 pot ag: NPY-Y1 receptor potentiators or agonists, primary screen, cell-based. Neuropeptide Y receptor type 1 (Homo sapiens), P25929. NPY-Y1 expressing cells, potentiator/agonist activation. 220,000 compounds, 0.37% hits. activation, % at 3.6 µM; in the data active = activation above about 33%, passing the limit was not always enough;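 also: cells stimulated with NPY at EC10 then isoproterenol at EC100; 0% = low agonist plus stimulus and 100% = saturating agonist plus stimulus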
p47phox inh: p47phox/p22phox peptide binding inhibitors, primary screen, biochemical, uHTS, NADPH oxidase regulatory subunit; fluorescence polarization, 2 h; Neutrophil cytosol factor 1 (Homo sapiens), P14598; 220,000 compounds, 0.53% hits; AID 1274, 2008; inhibition, % at 24.7 µM;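 active = inhibition above about 30%, limit read from the data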;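 also: 0% = p47phox with labelled peptide and 100% = labelled peptide alone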
Target sequence (P14598 whole entry, looked up): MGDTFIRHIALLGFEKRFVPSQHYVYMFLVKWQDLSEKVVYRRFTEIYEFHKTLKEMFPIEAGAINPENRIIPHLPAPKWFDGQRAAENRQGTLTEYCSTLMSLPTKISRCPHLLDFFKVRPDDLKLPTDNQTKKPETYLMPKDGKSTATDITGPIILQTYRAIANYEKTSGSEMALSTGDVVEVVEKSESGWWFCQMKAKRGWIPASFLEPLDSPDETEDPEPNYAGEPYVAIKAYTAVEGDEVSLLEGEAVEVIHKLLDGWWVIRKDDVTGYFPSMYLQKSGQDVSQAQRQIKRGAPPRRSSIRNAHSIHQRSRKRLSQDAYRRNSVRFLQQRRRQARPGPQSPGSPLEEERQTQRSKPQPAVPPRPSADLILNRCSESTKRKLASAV
NPY2 pot ag: NPY-Y2 potentiators or agonists, primary screen, cell-based; Neuropeptide Y receptor type 2 (Homo sapiens), P49146; cells expressing NPY-Y2, potentiator/agonist read-out; activation, % at 3.6 µM; 220,000 compounds, 0.45% hits; in the data active = activation above about 27%;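 also: cells stimulated with NPY near EC25 plus isoproterenol at EC100; 0% = vehicle plus submaximal agonist and 100% = vehicle plus saturating agonist; some results beyond the cut were filed as inactive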
Target sequence (P49146 whole entry, looked up): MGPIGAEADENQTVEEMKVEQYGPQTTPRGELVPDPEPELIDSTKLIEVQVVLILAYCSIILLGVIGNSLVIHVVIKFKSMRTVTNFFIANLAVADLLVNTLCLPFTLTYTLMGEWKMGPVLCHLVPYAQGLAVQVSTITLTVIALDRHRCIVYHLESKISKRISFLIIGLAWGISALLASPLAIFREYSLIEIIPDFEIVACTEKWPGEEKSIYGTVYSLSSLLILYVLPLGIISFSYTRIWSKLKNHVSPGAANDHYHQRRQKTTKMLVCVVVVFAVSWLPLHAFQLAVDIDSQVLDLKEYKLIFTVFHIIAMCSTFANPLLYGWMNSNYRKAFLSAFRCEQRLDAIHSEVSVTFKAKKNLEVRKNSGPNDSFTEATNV
NPY-Y1 antag: NPY-Y1 receptor antagonists, primary screen, cell-based; Neuropeptide Y receptor type 1 (Homo sapiens), P25929; HEK293-CNG Y1 cells, membrane potential fluorescence; NPY at EC95, then isoproterenol; inhibition, % at 3.6 µM; 200,000 compounds, 1% hits;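 active = inhibition above the campaign mean inhibition of all tested compounds plus 3 SD, cut at about 20% in these data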;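 also: 0% = DMSO wells given NPY plus isoproterenol and 100% = isoproterenol alone without NPY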
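Material: HEK293 Y1/CNG channel cell line | Also added: NPY (25 nM), isoproterenol (1 µM), Ro 20-1724 (25 µM) | Compound: One concentration, 3.6 µM, in 0.4% DMSO | Schedule: 3 h dye uptake, 1 h room-temperature compound, 45 min post-isoproterenol | Signal: Membrane-potential fluorescent dye readout | Read-out: % inhibition of NPY effect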
BaF3 parental: parental Ba/F3 cell viability inhibition, counter-screen for JAK2V617F inhibitor project, murine pro-B, CellTiter-Glo luminescence; 220,000 compounds, 1.1% hits; inhibition, % at 5.6 µM; CellTiter-Glo ATP luminescence;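 active = inhibition above a per-campaign cutoff, the mean inhibition of all tested compounds plus 3 SD, cut at about 27% in these data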;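 also: 0% = DMSO wells and 100% = JAK Inhibitor I control wells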
* hit, by the source's call; x = not tested or not shown.

SMILES | S1P4 antagonist | CHOP inh | S1P4 agonist | Ba/F3 V617F tox | NPY1 pot ag | p47phox inh | NPY2 pot ag | NPY-Y1 antag | BaF3 parental
COc1ccc(C2C(C#N)=C(N)OC3=C2C(=O)CC(C)(C)C3)cc1Cn1nc(C)c([N+](=O)[O-])c1C (stereo not given) | -4 | 49 | -3.1 | 3 | 5 | -6 | -13 | -6 | 8
C/C(Cl)=C\Cn1c(NCCCn2ccnc2)nc2c1c(=O)n(C)c(=O)n2C | -4 | 6 | 0.4 | 3 | -17 | 4 | 4 | 4 | 7
Cc1[nH]c2ccccc2c1C(=O)CSc1nc2ncc(Cl)cc2[nH]1 | -16 | 86* | 0.5 | -1 | 18 | -65 | 13 | 6 | 4
COc1ccc(NC(=O)C2=C(C)NC(=O)NC2c2cccc(OC)c2OC)c(OC)c1 (stereo not given) | -1 | -10 | 2.5 | 1 | 0 | -3 | -2 | 8 | 4
CCOC(=O)/C(=C\c1ccccc1)NC(=O)c1ccccc1 | -14 | -20 | 0.3 | -4 | -5 | 3 | 31 | x | 0
CCOc1ccc(C(CCc2ccccc2)NC(=O)c2ccccc2F)cc1OCC (stereo not given) | 1 | 18 | -1.9 | -4 | -29 | -12 | -3 | 12 | 2
COc1ccc(NC(=O)Cn2nnc(C(=O)NCCc3ccccc3)c2N)cc1 | -5 | 16 | -1.1 | 5 | 12 | -1 | -12 | 1 | 8
COc1cc(S(=O)(=O)NCCCN2CCOCC2)ccc1Cl | 7 | 2 | -0.1 | -2 | 9 | -13 | -7 | -1 | -2
Cc1ccc(-c2cc3nc(-c4ccc(Br)cc4)cc(N)n3n2)cc1 | -14 | 52 | 1.4 | 0 | -7 | -19 | -2 | 3 | 5
Cc1c(C)c2ccc(OC3CCCCC3=O)cc2oc1=O (stereo not given) | -18 | 22 | 0.1 | 3 | -1 | -1 | 5 | 3 | 1
CCc1cc(/C(Cc2csc(C)n2)=N/O)c(O)cc1O | 2 | 31 | 1.1 | 0 | 6 | -11 | 12 | -2 | 3
Cc1ccsc1C1C(C#N)=C(N)Oc2n[nH]c(C)c21 (stereo not given) | -15 | -14 | -1.1 | 3 | 27 | 2 | 4 | -2 | 0
O=P(O)(O)C(O)C(F)(F)C(F)(F)C(F)(F)C(F)F (stereo not given) | -6 | 26 | 1.6 | -3 | -1 | 0 | 7 | -3 | 3
C=C(C)CSc1nnc([C@@H]2CCCN2)o1 | 6 | -3 | 0.6 | -4 | 3 | -12 | -10 | x | 2
COc1ccc(OC)c(S(=O)(=O)Nc2cc(C(=O)O)ccc2N2CC3CC(C2)c2cccc(=O)n2C3)c1 (stereo not given) | -8 | -2 | 1.1 | 3 | -3 | -10 | 6 | 8 | 5
CC(=O)N1CSCC1C(=O)NNS(=O)(=O)c1ccccc1 (stereo not given) | -10 | -3 | 0.9 | 0 | 10 | -3 | -1 | x | -3
O=C(Nc1cccc(Cl)c1)N1CCN2C(=O)c3ccccc3C12c1ccccc1 (stereo not given) | -5 | 14 | 0.3 | -3 | 26 | -11 | 17 | -4 | 0
COc1cc(C2c3c(oc4ccccc4c3=O)C(=O)N2c2ccc(C)cn2)ccc1O (stereo not given) | -7 | 36 | 1.1 | -2 | 7 | -4 | -6 | 2 | 3
O=C(OCn1ncc(Cl)c(Cl)c1=O)c1cccc(C(F)(F)F)c1 | 34* | 107* | -3.9 | 4 | 16 | -10 | -2 | -1 | -3
CCC(CO)NC(=O)c1cc2c(s1)CCC2 (stereo not given) | -2 | 0 | -4.0 | -2 | -4 | -6 | -10 | 0 | 5
O=C(c1ccc(S(=O)(=O)N2CCOCC2)cc1)N1CCN(c2ccc(F)cc2)CC1 | -4 | -5 | 0.6 | 3 | 42 | -3 | -13 | -2 | 4
Cc1ccc(C)c(NC(=O)COc2cccc3c2CCN(Cc2ccccc2)C3=O)c1 | -4 | 26 | -0.3 | -4 | -3 | -5 | 0 | 1 | 4
COC(=O)C(CCSC)NC(=O)Cn1ncc2c(=O)oc3ccccc3c21 (stereo not given) | -20 | -43 | 0.0 | -4 | -10 | 6 | -17 | -1 | 5
Cc1ccc(CN2C(=O)CCC2C(=O)NCCCN2CCC(C)CC2)cc1 (stereo not given) | -4 | 8 | 1.4 | 5 | -22 | -11 | -5 | 4 | 4
CN(/N=C/c1ccc(C(C)(C)C)cc1)C1=NCCN1 | 3 | -6 | 0.9 | -2 | -25 | -18 | -18 | 12 | 3
COc1ccc(C)cc1NC(=O)C1CCCCC1C(=O)O (stereo not given) | -27 | 29 | -1.6 | -4 | 14 | 1 | 8 | 0 | 2
S=c1[nH]ncn1/N=C/c1ccc(Br)cc1 | -4 | -10 | 2.9 | 0 | -29 | -6 | -3 | 2 | 2
CC1(O)c2ccccc2C(=O)N1Cc1ccccc1 (stereo not given) | -7 | 15 | 0.9 | 1 | -1 | -7 | 5 | 1 | 3
Cc1nn(C(=O)c2ccco2)c(C)c1CN1C(=O)c2ccccc2C1=O | 1 | 62 | -1.0 | -5 | 19 | 5 | 9 | 2 | 3
O=C(/C=C/c1ccc(Cl)cc1)Nc1ccc(CN2CCOCC2)cc1 | -4 | 37 | 0.2 | 1 | 7 | 0 | 8 | -4 | 6
CCC1SC(C)C/C(=N/NC(N)=O)C1C (stereo not given) | -8 | 1 | 0.5 | -1 | 14 | -14 | -4 | x | 2
CC(C)CN(CCCNC(=O)CN1C(=O)CSc2ccc(S(=O)(=O)N3CCOCC3)cc21)CC(C)C | 7 | 7 | 0.8 | 3 | 1 | -2 | 6 | 3 | 1
CC(C)c1ccc(NC(=O)C(=O)c2cn(CC(=O)N3CCCCC3)c3ccccc23)cc1 | -15 | 12 | 1.9 | -3 | 2 | -10 | 5 | -1 | 3
COc1ccc(S(=O)(=O)c2c(N)n(Cc3ccco3)c3nc4ccccc4nc23)cc1 | -2 | 23 | -0.1 | -2 | 17 | -55 | -1 | -4 | -1
O=C(Cn1nnc(-c2ccc(CN3CCOCC3)cc2)n1)N1CCCc2ccccc21 | 2 | 15 | 1.6 | 4 | -4 | -13 | -9 | -1 | 11
CC1(C)Cc2c(sc3[nH]c(=S)n(Cc4ccccc4)c(=O)c23)CO1 | 2 | 28 | -1.2 | 1 | -13 | -5 | 3 | 7 | 3
CC(=O)c1ccc(S(=O)(=O)N2CCCC2)cc1 | -20 | -45 | -0.6 | 1 | -11 | -7 | -11 | 3 | 5
O=C(CNC(=O)c1ccccc1)Nc1cccc(C(F)(F)F)c1 | -38 | 22 | -0.8 | -2 | 11 | -12 | 8 | -8 | 6
CCCn1c(SCN2C(=O)c3ccccc3C2=O)nc2cc(Cl)ccc2c1=O | 6 | 25 | 2.0 | -1 | 2 | -4 | -7 | -5 | 3
CC(=O)c1c(OCC(=O)O)ccc2c(C)cc(=O)oc12 | -15 | 0 | -2.9 | 0 | -1 | -10 | -10 | -3 | 4
Cc1cc(C)cc(NC(=S)NCCc2ccc(S(N)(=O)=O)cc2)c1 | 15 | 24 | -3.0 | 3 | -9 | -10 | -2 | 4 | 10
O=C(Nc1ccc(F)cc1F)N1CCN(c2ncccn2)CC1 | -6 | 8 | 0.1 | -3 | -13 | 1 | 2 | -4 | 2
CC(C)C1=C2CCCCC2NC(=O)N1 (stereo not given) | -22 | 5 | 0.7 | -1 | 12 | -12 | -11 | -1 | 1
Cn1ccnc1Sc1ccc(/C=N/NC(=O)c2ccccc2O)cc1[N+](=O)[O-] | -6 | 27 | -0.3 | -3 | 5 | -21 | 4 | -2 | 2
CCC(=O)N1COC[C@@H]1Cc1ccccc1 | -20 | 40 | -0.2 | -2 | -15 | -3 | -3 | 3 | 3
O=CN1Cc2[nH]c3ccccc3c2N(c2ccc(Cl)cc2)C1=O | -2 | 20 | -0.4 | -2 | 0 | -6 | 1 | -6 | 9
O=c1cc(CSc2ccccn2)[nH]c(=O)[nH]1 | -9 | 21 | -1.1 | 0 | 1 | -18 | 5 | -1 | -1
O=[N+]([O-])c1ccc(S(=O)(=O)CC2CSc3nc4ccccc4n32)cc1 (stereo not given) | -17 | 29 | 2.0 | 2 | -13 | -5 | -1 | -5 | 7
CC1CC(C)CN(CC(=O)NC(c2ccccc2)c2ccccc2)C1 (stereo not given) | -9 | -8 | -0.8 | 2 | -19 | 8 | -8 | 11 | 8
CCOC(=O)C1CCCN(C(=O)c2cc(-c3ccc(C)cc3)nc3ccccc23)C1 (stereo not given) | -18 | 36 | -2.1 | 2 | -17 | 1 | 0 | 7 | 6
O=C1Nc2cc(S(=O)(=O)N3CCCC3)ccc2N2CCCC12 (stereo not given) | -20 | 28 | -4.1 | 4 | 7 | -32 | -7 | 4 | 4
O=C(N/N=C/c1c[nH]c2ccccc12)c1cc(-c2ccc3ccccc3c2)n[nH]1 | -6 | 10 | 0.3 | 9 | -9 | -46 | 4 | 0 | 13
Cc1cc(C(=O)CSc2nnnn2C)c(C)n1-c1cccc(F)c1 | 0 | -10 | 2.9 | 6 | 4 | -2 | 2 | 5 | 4
Cc1cccc(CSc2ccc3nnc(-c4ccccn4)n3n2)c1 | 4 | 9 | -0.6 | 4 | -8 | 0 | -8 | 7 | 4
Cc1nc(NC(=O)COC(=O)CCS(=O)(=O)c2ccccc2Cl)c(Cl)cc1Cl | -22 | -15 | 0.3 | 1 | 3 | -17 | -17 | -3 | 6
CCn1c(SCC(=O)N(C(C)C)C(C)C)nnc1-c1cc2ccccc2cc1O | 17 | 22 | -4.3 | 6 | 6 | -9 | -8 | 1 | 8
CCCN(CCO)Cc1cccc(Cl)c1 | -10 | 36 | -3.9 | 3 | -2 | -6 | 6 | -7 | 3
CCOc1ccc(-c2cn(-c3ccc(OC)cc3)c(SC)n2)cc1 | -8 | 55 | 0.5 | 0 | -34 | 0 | -8 | 0 | 3
N#C/C(=C/c1ccc(OCc2ccc(C(=O)O)cc2)c(Br)c1)c1cccc(F)c1 | -4 | 18 | -0.8 | 5 | -2 | -11 | -17 | -7 | 7
CCOC(=O)c1[nH]c(COC(=O)CCOc2ccccc2OC)c(C(=O)OCC)c1C | -11 | 36 | 3.1 | -4 | 5 | -25 | 6 | 4 | 4
Cc1ccc(C(=O)N2CCc3ccccc32)o1 | -9 | -1 | -0.2 | 1 | 8 | -8 | -6 | -2 | 4
COc1ccccc1NC(=S)NCC1CCCO1 (stereo not given) | -5 | 18 | 0.6 | -1 | 7 | -9 | 5 | 0 | 5

CHOP inh, hit marks shown above
SMILES,S1P4 antagonist,CHOP inh,S1P4 agonist,NPY1 pot ag,p47phox inh,NPY2 pot ag,NPY-Y1 antag
Cc1[nH]c2ccccc2c1C(=O)CSc1nc2ncc(Cl)cc2[nH]1,-16,86*,0.5,18,-65,13,6
O=C(OCn1ncc(Cl)c(Cl)c1=O)c1cccc(C(F)(F)F)c1,34*,107*,-3.9,16,-10,-2,-1
